Screening results deposited in PubChem by Broad Institute.
EZH2 inh: blocks human EZH2/PRC2 H3K27 methylation | Q15910 | DELFIA TRF, 1 h | inhibition, % at 12.5 µM | hit rate 0.35% among 57,000 | AID 651548;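 active = mean inhibition of replicates at least 50% and every single replicate also reaching 50%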;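 note: dimethyl H3K27 on biotinylated H3 21-44 peptide detected by antibody; plate controls were median neutral control wells for no effect and median positive control wells for full effect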
IDH1 R132H inh: blocks human IDH1 R132H reductase activity; O75874; diaphorase/resazurin fluorescence, 60 min; inhibition, % at 10 µM; hit rate 0.18% among 70,000; AID 624101; in the data active = inhibition above about 34%;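 note: 0% = DMSO and 100% = no enzyme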
Target sequence (O75874 whole entry R132H): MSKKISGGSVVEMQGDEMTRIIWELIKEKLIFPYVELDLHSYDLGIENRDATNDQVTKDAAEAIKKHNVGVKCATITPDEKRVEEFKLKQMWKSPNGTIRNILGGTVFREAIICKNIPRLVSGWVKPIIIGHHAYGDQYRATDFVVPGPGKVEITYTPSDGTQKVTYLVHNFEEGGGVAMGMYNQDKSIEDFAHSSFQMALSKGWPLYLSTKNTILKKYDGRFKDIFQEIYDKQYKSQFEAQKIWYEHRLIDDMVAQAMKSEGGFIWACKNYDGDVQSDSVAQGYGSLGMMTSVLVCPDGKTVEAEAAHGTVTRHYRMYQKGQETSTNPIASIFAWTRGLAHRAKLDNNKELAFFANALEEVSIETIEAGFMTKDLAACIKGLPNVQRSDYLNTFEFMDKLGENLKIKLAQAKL
The depositor's hits bear a star; & = joins results of further samples.

For C[C@H]1CN([C@@H](C)CO)C(=O)Cc2cc(NC(=O)Nc3ccc4c(c3)OCO4)ccc2O[C@H]1CN(C)C the results were EZH2 inh 0 and IDH1 R132H inh 0.4.
For COc1cccc(-c2cnc3c(c2)C(=O)N([C@H](C)CO)C[C@H](C)[C@@H](CN(C)C(=O)Nc2ccccc2F)O3)c1 the results were EZH2 inh -12.
`C[C@H](O)C#Cc1cnc2c(c1)C(=O)N([C@H](C)CO)C[C@@H](C)[C@H](CN(C)C(=O)c1ccccc1F)O2` gave EZH2 inh 3.
Cc1cc(C(=O)Nc2cccc3c2O[C@@H](CN(C)C(=O)Nc2ccc4c(c2)OCO4)[C@H](C)CN([C@H](C)CO)C3=O)n(C)n1 was read as IDH1 R132H inh 0.7.
`C[C@@H]1CN([C@H](C)CO)S(=O)(=O)c2ccc(-c3cccc(C#N)c3)cc2O[C@H]1CN(C)C(=O)Nc1cc(F)ccc1F` gave EZH2 inh -14&-11.
For Cc1ccc(-c2cnc3c(c2)C(=O)N([C@H](C)CO)C[C@H](C)[C@@H](CN(C)C(=O)c2cccnc2)O3)cc1 the results were EZH2 inh -10 and IDH1 R132H inh 15.
`CO[C@@H]1CN(C)C(=O)c2cc(NC(C)=O)ccc2OC[C@H](C)N(C(=O)c2ccccn2)C[C@H]1C` gave EZH2 inh -13 and IDH1 R132H inh -0.2.
Screening Cc1ccccc1C(=O)Nc1ccc(OCC(=O)O)cc1 returned EZH2 inh 12 and IDH1 R132H inh 0.4.
COc1cccc(C(=O)Nc2ccc3c(c2)OC[C@@H](C)N(C(=O)C2CCOCC2)C[C@@H](C)[C@H](OC)CN(C)C3=O)c1 was read as EZH2 inh -8 and IDH1 R132H inh -0.3.
For CO[C@H]1CN(C)C(=O)c2cc(NC(=O)Nc3cccc(F)c3)ccc2OC[C@@H](C)N(C(C)=O)C[C@H]1C the results were EZH2 inh -12 and IDH1 R132H inh -0.1.
`CC(C)NC(=O)N(C)C[C@@H]1Oc2ncc(C#Cc3ccc(F)cc3)cc2C(=O)N([C@@H](C)CO)C[C@@H]1C` gave EZH2 inh -12 and IDH1 R132H inh -0.1.
Screening COc1ccc(NC(=O)Nc2ccc3c(c2)CC(=O)N([C@H](C)CO)C[C@H](C)[C@@H](CN(C)S(=O)(=O)c2ccc(C)cc2)O3)cc1 returned IDH1 R132H inh 1.3.
`C[C@H](CO)N1C[C@H](C)[C@@H](CN(C)Cc2ccc(C(=O)Nc3ccccc3N)cc2)Oc2ccc(NC(=O)NC3CCCCC3)cc2CC1=O` gave IDH1 R132H inh -0.7.
Screening COc1cccc(S(=O)(=O)N[C@@H]2CC[C@H](CCNC(=O)Nc3cc(F)ccc3F)O[C@H]2CO)c1 returned EZH2 inh -8 and IDH1 R132H inh -0.2.
For COc1ccc(NC(=O)Nc2ccc3c(c2)CC(=O)N([C@@H](C)CO)C[C@@H](C)[C@H](CN(C)C(=O)Nc2ccc(C(F)(F)F)cc2)O3)cc1 the results were IDH1 R132H inh 1.9.
`COC(=O)c1c(-c2ccc(F)cc2)csc1NC(=O)CSc1ncnc2sc3c(c12)CCC3` gave EZH2 inh 6 and IDH1 R132H inh 0.0.
Screening COc1ccc(NC(=O)Nc2ccc3c(c2)[C@@H]2C[C@@H](CC(=O)NCc4ccccc4F)O[C@@H](CO)[C@@H]2O3)cc1 returned EZH2 inh -6 and IDH1 R132H inh 0.1.
CCC(=O)N[C@@H]1CC[C@H](CCn2cc(-c3cccc(OC)c3)nn2)O[C@H]1CO was read as EZH2 inh 6 and IDH1 R132H inh 0.0.
`CCOC(=O)c1c(NC(=O)COc2ccccc2C)sc2c1CCC2` gave EZH2 inh -10 and IDH1 R132H inh 0.6.
For C[C@@H]1CN([C@H](C)CO)C(=O)Cc2cc(NC(=O)Cc3cn(C)c4ccccc34)ccc2O[C@H]1CN(C)CC1CCCCC1 the results were IDH1 R132H inh -7.9.
C[C@H](CO)N1C[C@H](C)[C@H](CN(C)CC2CCOCC2)Oc2cc(C#Cc3cccnc3)ccc2S1(=O)=O was read as IDH1 R132H inh 0.2.
`O=C(CCSc1nc2ccccc2s1)N1CCOCC1` gave EZH2 inh 5 and IDH1 R132H inh 0.1.
For CCC(=O)Nc1ccc2c(c1)C(=O)N(C)C[C@@H](OC)[C@H](C)CN(C(=O)c1ccc(F)cc1)[C@@H](C)CO2 the results were EZH2 inh -8 and IDH1 R132H inh -0.3.
CO[C@H]1CN(C)C(=O)c2ccc(NC(=O)c3ccc4c(c3)OCO4)cc2OC[C@@H](C)N(CC2CC2)C[C@@H]1C was read as EZH2 inh -4 and IDH1 R132H inh 0.0.
C[C@@H]1CN([C@@H](C)CO)C(=O)c2cc(-c3ccncc3)cnc2O[C@H]1CN(C)C(=O)C1CC1 was read as EZH2 inh 1 and IDH1 R132H inh 3.5.
`COc1cccc(S(=O)(=O)N(C)C[C@H]2Oc3ncc(Br)cc3C(=O)N([C@H](C)CO)C[C@H]2C)c1` gave EZH2 inh 4.
Screening COc1ccc(NC(=O)Nc2cccc3c2O[C@H](CN(C)S(=O)(=O)c2ccccc2)[C@H](C)CN([C@H](C)CO)C3=O)cc1 returned IDH1 R132H inh -1.3.
C[C@@H]1CCCCO[C@@H](CN(C)S(=O)(=O)c2cn(C)cn2)[C@H](C)CN([C@H](C)CO)C(=O)c2cc(NC(=O)NC3CCCCC3)ccc2O1 was read as IDH1 R132H inh -3.0.
C[C@@H]1CN([C@@H](C)CO)C(=O)c2cc(-c3ccc(F)cc3)cnc2O[C@@H]1CN(C)C(=O)c1ccncc1 was read as EZH2 inh 18 and IDH1 R132H inh -0.2.
Screening CC(C)NC(=O)N(C)C[C@H]1Oc2c(NC(=O)NC3CCCCC3)cccc2C(=O)N([C@@H](C)CO)C[C@@H]1C returned IDH1 R132H inh 1.9.
For C[C@@H]1CN([C@H](C)CO)C(=O)c2cccc(NC(=O)Nc3ccc4c(c3)OCO4)c2O[C@H]1CN(C)CC1CCCCC1 the results were IDH1 R132H inh 1.1.
COc1ccccc1C#Cc1cnc2c(c1)C(=O)N([C@H](C)CO)C[C@H](C)[C@@H](CN(C)C(=O)CC1CC1)O2 was read as EZH2 inh 0 and IDH1 R132H inh 0.9.
`Cc1ccccc1-c1ccc2c(c1)O[C@@H](CN(C)Cc1ccncc1)[C@H](C)CN([C@H](C)CO)S2(=O)=O` gave EZH2 inh 38 and IDH1 R132H inh 0.7.
For Cc1cccc(CN(C)C[C@@H]2Oc3ncc(/C=C/c4ccccc4)cc3C(=O)N([C@H](C)CO)C[C@@H]2C)c1 the results were IDH1 R132H inh 0.4.
`CC(=O)Nc1ccc(C(=O)CSc2nc3ccccc3n2C)cc1` gave EZH2 inh 10 and IDH1 R132H inh 0.4.
COCCNC(=O)c1ccccc1-c1nc(-c2ccc(OC)c(OC)c2)no1 was read as EZH2 inh 0 and IDH1 R132H inh -1.1.
C[C@H]1CN([C@@H](C)CO)C(=O)c2cccc(NC(=O)NC3CCCCC3)c2O[C@@H]1CN(C)Cc1ccncc1 was read as EZH2 inh 0 and IDH1 R132H inh 18.
CC(C)(C)OC(=O)N1CCC[C@H]1/C=N/NC(=O)CCCCCC(=O)NO was read as EZH2 inh 5 and IDH1 R132H inh 0.2.
`COc1ccc(NC(=O)N(C)C[C@H]2Oc3ccc(NC(=O)Nc4cccc5ccccc45)cc3C(=O)N([C@@H](C)CO)C[C@@H]2C)cc1` gave IDH1 R132H inh 0.2.
`O=C(Nc1ccccc1)Nc1ccc2c(c1)[C@@H]1C[C@@H](CC(=O)N3CCCCC3)O[C@@H](CO)[C@@H]1O2` gave EZH2 inh 2 and IDH1 R132H inh 0.0.
For CCCNC(=O)N(C)C[C@@H]1Oc2cc(-c3cccnc3)ccc2S(=O)(=O)N([C@H](C)CO)C[C@@H]1C the results were EZH2 inh -9 and IDH1 R132H inh 0.2.
C[C@H]1CN([C@@H](C)CO)S(=O)(=O)c2ccc(C#CCN(C)C)cc2O[C@@H]1CN(C)C(=O)C1CC1 was read as EZH2 inh -6 and IDH1 R132H inh 3.5.
Screening O=C(C[C@@H]1C=C[C@@H](NC(=O)c2ccccn2)[C@H](CO)O1)NCc1cccc(F)c1 returned EZH2 inh 14 and IDH1 R132H inh 0.0.
`COc1ccc(CCNC(=S)Nc2c(C)n(C)n(-c3ccccc3)c2=O)cc1OC` gave EZH2 inh -10 and IDH1 R132H inh -0.3.
Cc1cc(C(=O)Nc2cccc3c2O[C@H](CN(C)CC2CCCCC2)[C@@H](C)CN([C@@H](C)CO)C3=O)n(C)n1 was read as EZH2 inh 5.
Screening C[C@H](CO)N1C[C@H](C)[C@H](CN(C)Cc2ccc(C(=O)Nc3ccccc3N)cc2)Oc2ccc(NC(=O)CCN3CCOCC3)cc2C1=O returned EZH2 inh -20 and IDH1 R132H inh -0.3.
For CNC[C@@H]1Oc2c(NC(=O)Nc3ccc(C(F)(F)F)cc3)cccc2C(=O)N([C@@H](C)CO)C[C@H]1C the results were EZH2 inh 1 and IDH1 R132H inh 0.2.
For O=C(C[C@H]1CC[C@H](NC(=O)Nc2ccc3c(c2)OCO3)[C@@H](CO)O1)NCc1ccc(Cl)cc1 the results were EZH2 inh 3 and IDH1 R132H inh 0.1.
For CCC(=O)N[C@H]1C=C[C@H](CC(=O)NCCN2CCCCC2)O[C@H]1CO the results were EZH2 inh 16 and IDH1 R132H inh 0.1.
C[C@@H]1CN([C@H](C)CO)C(=O)c2cc(-c3ccccc3F)cnc2O[C@H]1CN(C)C was read as EZH2 inh 0 and IDH1 R132H inh -1.3.

Quoted at random: three compounds from above.
C[C@H]1CN([C@@H](C)CO)S(=O)(=O)c2ccc(C#CCN(C)C)cc2O[C@@H]1CN(C)C(=O)C1CC1 was read as EZH2 inh -6 and IDH1 R132H inh 3.5.
For CCC(=O)N[C@H]1C=C[C@H](CC(=O)NCCN2CCCCC2)O[C@H]1CO the results were EZH2 inh 16 and IDH1 R132H inh 0.1.
Screening C[C@H](CO)N1C[C@H](C)[C@H](CN(C)Cc2ccc(C(=O)Nc3ccccc3N)cc2)Oc2ccc(NC(=O)CCN3CCOCC3)cc2C1=O returned EZH2 inh -20 and IDH1 R132H inh -0.3.

Next section:
For CO[C@H](CN(C)Cc1cc(F)ccc1F)[C@H](C)CN([C@@H](C)CO)S(=O)(=O)c1ccc(Cl)cc1 the results were EZH2 inh 10 and IDH1 R132H inh -0.9.
Screening CN1CCN(CCCn2nnc3c(=O)oc4ccccc4c32)CC1 returned EZH2 inh 8 and IDH1 R132H inh 0.3.
Screening CCCNC(=O)Nc1ccc2c(c1)OC[C@H](C)N(Cc1cncnc1)C[C@@H](C)[C@@H](OC)CN(C)C2=O returned EZH2 inh -2 and IDH1 R132H inh -0.4.
`Cc1cccc(OCC(=O)Nc2ccc3oc(-c4cncc(Br)c4)nc3c2)c1C` gave EZH2 inh 16 and IDH1 R132H inh 0.3.
For COc1ccccc1NC(=O)N[C@H]1CC[C@H](CCNS(=O)(=O)c2ccccc2)O[C@H]1CO the results were EZH2 inh -5 and IDH1 R132H inh -0.2.
For C[C@@H]1CN([C@H](C)CO)C(=O)c2cc(NS(=O)(=O)c3cn(C)cn3)ccc2O[C@@H]1CN(C)C(=O)Nc1ccc(F)cc1 the results were IDH1 R132H inh -1.4.
Cc1noc(C)c1NC(=O)N(C)C[C@@H]1Oc2ncc(Br)cc2C(=O)N([C@@H](C)CO)C[C@@H]1C was read as EZH2 inh 13.
Screening C[C@@H]1CN([C@@H](C)CO)C(=O)Cc2cc(NS(=O)(=O)c3ccc(Cl)cc3)ccc2O[C@@H]1CN(C)S(=O)(=O)c1ccc(F)cc1 returned IDH1 R132H inh -0.2.
Screening O=C(N[C@H]1CC[C@H](CC(=O)N2CCc3ccccc3C2)O[C@H]1CO)C1CCC1 returned EZH2 inh -13 and IDH1 R132H inh 0.1.
For O=C(C[C@@H]1C=C[C@@H](NS(=O)(=O)c2ccc(F)cc2)[C@@H](CO)O1)NC1CCCCC1 the results were EZH2 inh 5 and IDH1 R132H inh -0.4.

Gathered by group: the entries above containing an aryl thioether with sulfur outside any ring (three)
`COC(=O)c1c(-c2ccc(F)cc2)csc1NC(=O)CSc1ncnc2sc3c(c12)CCC3` gave EZH2 inh 6 and IDH1 R132H inh 0.0.
`O=C(CCSc1nc2ccccc2s1)N1CCOCC1` gave EZH2 inh 5 and IDH1 R132H inh 0.1.
`CC(=O)Nc1ccc(C(=O)CSc2nc3ccccc3n2C)cc1` gave EZH2 inh 10 and IDH1 R132H inh 0.4.

(next part)
`C[C@@H]1CN([C@H](C)CO)C(=O)c2cccc(NC(=O)c3cnccn3)c2O[C@H]1CN(C)Cc1ccc(-c2ccccc2)cc1` gave EZH2 inh -11.
Screening CO[C@@H]1CN(C)C(=O)c2cc(NS(=O)(=O)CC(F)(F)F)ccc2OC[C@H](C)N(C(=O)NC(C)C)C[C@@H]1C returned EZH2 inh 2 and IDH1 R132H inh 0.1.
`COc1ccc(S(=O)(=O)N2CCCC(C(=O)Nc3ccc4c(c3)OCCO4)C2)cc1Cl` (centres undefined) gave EZH2 inh 3 and IDH1 R132H inh 0.3.
C[C@@H]1CN([C@H](C)CO)C(=O)c2cc(NS(=O)(=O)c3cccs3)ccc2O[C@@H]1CN(C)Cc1ccc(C(=O)Nc2ccccc2N)cc1 was read as EZH2 inh -16.
C[C@@H]1CN([C@H](C)CO)C(=O)c2cc(NS(=O)(=O)c3ccccc3)ccc2O[C@@H]1CN(C)C(=O)Nc1ccc(F)cc1 was read as EZH2 inh 11 and IDH1 R132H inh 0.8.
CO[C@H]1CN(C)C(=O)c2cc(NC(=O)c3ccccc3F)ccc2OC[C@H](C)N(C(C)=O)C[C@H]1C was read as EZH2 inh 3 and IDH1 R132H inh -0.1.
`COc1ccc(NC(=O)N[C@@H]2CC[C@H](CCn3cc(C4(O)CCCC4)nn3)O[C@H]2CO)cc1` gave EZH2 inh -13 and IDH1 R132H inh -0.1.
COc1cccc(NC(=O)N(C)C[C@@H]2OCc3cnnn3CCCC(=O)N([C@H](C)CO)C[C@H]2C)c1 was read as IDH1 R132H inh -0.3.

Only part of the results is shown; count on the stated rates, not on these rows.
